ATG4B inh – inhibitors of human ATG4B cysteine protease. Q9Y4P1. ATG4B cleavage of LC3-PLA2, NBD-HPC fluorescence, 1 h. inhibition, % at 8.33 µM. actives 0.51% (n = 340,000). AID 504462; in the data active = inhibition above about 40%
PfGluPho inh – PfG6PD (Plasmodium falciparum) enzyme inhibition. inhibition, % at 20 µM. AID 504690. PfGluPho enzyme, NADPH resazurin-diaphorase fluorescence. actives 0.78% (n = 350,000);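 active = inhibition reaching at least a set limit at 20 µM in the primary screen, cut at about 59% in these data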;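 note: 0% = DMSO wells with substrate and 100% = DMSO wells lacking glucose-6-phosphate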
SENP6 block – inhibitors of human SENP6 protease; Recombinant SENP6 catalytic domain, aminoluciferin luminescence; actives 1.8% (n = 330,000); inhibition, % at 10 µM; AID 2599;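 active = inhibition above about 50% at the single tested dose, limit read from the data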;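 note: plate controls were DMSO wells with enzyme for no effect and DMSO wells lacking enzyme for full effect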
Target sequence (Q9GZR1 628-1112 limits assumed): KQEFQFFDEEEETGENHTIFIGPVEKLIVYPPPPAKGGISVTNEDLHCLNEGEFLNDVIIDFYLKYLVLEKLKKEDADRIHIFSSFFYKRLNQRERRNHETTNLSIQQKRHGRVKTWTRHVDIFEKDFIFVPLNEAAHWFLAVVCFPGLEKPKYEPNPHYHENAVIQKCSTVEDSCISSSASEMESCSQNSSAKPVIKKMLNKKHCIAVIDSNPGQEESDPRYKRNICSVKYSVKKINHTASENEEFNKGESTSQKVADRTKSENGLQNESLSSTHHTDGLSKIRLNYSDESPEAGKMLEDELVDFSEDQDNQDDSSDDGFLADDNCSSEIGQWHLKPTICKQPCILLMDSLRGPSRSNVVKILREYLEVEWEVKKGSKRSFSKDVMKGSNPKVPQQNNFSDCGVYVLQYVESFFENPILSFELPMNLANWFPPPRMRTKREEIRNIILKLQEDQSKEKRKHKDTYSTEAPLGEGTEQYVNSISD
NR3A LBD binder – NR3A (human) ligand-binding domain modulation. NR3A LBD differential scanning fluorimetry, Tm shift; 0% = protein alone, 100% = glycine-bound protein. Tm shift relative to glycine control, % at 25 µM. actives 2.5% (n = 340,000). AID 1259313;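 active = melting temperature shift of at least 10% of the positive control shift, at one fixed dose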
SENP1 inh – SENP1 (human) catalytic domain inhibition | Q9P0U3 | recombinant SENP1 catalytic domain, CyPet-SUMO1-YPet FRET cleavage | inhibition, % at 10 µM | actives 0.21% (n = 360,000);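 active = inhibition at least 30% at 10 µM, raw YFP signal under a set limit, fluorescence ratio 0.5 to 1.5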;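 note: 0% = enzyme with DMSO and 100% = no enzyme wells; some results filed as inactive read as strong as hits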
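Test system: human SENP1 catalytic domain; medium: Tris pH 8 buffer plus EDTA, NaCl, BME, BSA, NP40, catalase; incubation: 50 min reaction at room temperature; technique: FRET, CFP and YFP emission; controls: no-enzyme low control and enzyme-plus-DMSO high control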
MPTP block – permeability transition pore inhibition; isolated mouse mitochondria, Ca2+ swelling absorbance, 30 min; inhibition, % at 10 µM; actives 1.4% (n = 360,000); AID 602449;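 active = inhibition of 50% or more, scaled per plate between neutral and stimulator controls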;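 note: 0% = DMSO wells given calcium and 100% = 1 mM EGTA wells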
hIAP activ – human IAP activation; P09923; purified human IAP, CDP-Star luminescence, 30 min; active compounds read high; 1 = vehicle-only enzyme, 0 = enzyme-free background; activation factor at 10 µM; actives 0.16% (n = 330,000);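 active = activation factor of the enzyme at least 2-fold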; note: the source names both 10 and 20 µM as test concentration; values of inactives mirror those of a sister screen read the other way
Target sequence (P09923 whole entry, looked up): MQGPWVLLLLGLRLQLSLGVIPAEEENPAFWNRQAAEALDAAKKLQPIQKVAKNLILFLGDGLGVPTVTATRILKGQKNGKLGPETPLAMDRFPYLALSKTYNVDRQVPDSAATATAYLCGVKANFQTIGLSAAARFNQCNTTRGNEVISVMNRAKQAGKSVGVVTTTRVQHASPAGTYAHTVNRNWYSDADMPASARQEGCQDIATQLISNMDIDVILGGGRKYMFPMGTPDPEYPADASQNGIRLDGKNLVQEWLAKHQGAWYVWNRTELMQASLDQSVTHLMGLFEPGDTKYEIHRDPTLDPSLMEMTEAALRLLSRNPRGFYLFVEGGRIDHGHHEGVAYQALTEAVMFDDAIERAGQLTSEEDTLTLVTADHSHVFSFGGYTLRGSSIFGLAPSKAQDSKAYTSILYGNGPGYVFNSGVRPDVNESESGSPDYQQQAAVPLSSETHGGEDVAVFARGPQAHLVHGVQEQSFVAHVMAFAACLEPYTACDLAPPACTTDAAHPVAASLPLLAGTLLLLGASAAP
SENP8 inh – inhibitors of human SENP8 protease; Q96LD8; recombinant SENP8, Nedd8 substrate fluorescence; AID 602440; actives 0.64% (n = 360,000); inhibition, % at 20 µM; in the data active = inhibition mostly above about 40%, no sharp cut-off; inactive = mostly below about 27%
Active calls of the source: *; i = inactive; · = not tested or not shown.

SMILES	ATG4B inh	PfGluPho inh	SENP6 block	NR3A LBD binder	SENP1 inh	MPTP block	hIAP activ	SENP8 inh
Cc1sc(NC(=O)c2ccco2)c(C(=O)c2ccc(Cl)cc2)c1C	-8	-5	5	0	18	2.4	0.76	24
COc1cccc(C2CC(c3ccccc3)=NN2S(=O)(=O)c2ccccc2)c1OC (stereo not drawn)	-9	6	10	-2	-1	1.6	0.89	15
Cc1nc(N2CCN(Cc3ccccc3)CC2)nc2c1C(=O)CC(C)C2 (stereo not drawn)	4	5	13	-3	-22	5.4	0.85	6
CCCCSc1nnc(C)c(=O)[nH]1	-4	-40	-19	-1	1	0.0	0.84	16
COc1ccc(C(CCc2cc(OC)c(OC)c(OC)c2)NC(C)=O)cc1 (stereo not drawn)	-4	-7	·	2	1	-0.1	·	3
COc1cccc(CNCC(=O)Nc2ccc(N3CCOCC3)cc2)c1	-5	-2	2	0	3	-0.6	1.2	1
Cc1ccccc1C(=O)NC(C(=O)Nc1nc2c(s1)CCCC2)C(C)C (stereo not drawn)	-2	3	2	-11	1	2.5	0.78	6
Cc1cc(=O)oc2cc(NC(=O)CN3C(=O)NC(C)(c4ccccc4)C3=O)ccc12 (stereo not drawn)	-9	3	-14	0	-5	-0.3	0.96	i
Cc1ccc(N(C(=O)Cn2nnc3ccccc32)C(C(=O)NCc2ccco2)c2ccc(C)o2)cc1 (stereo not drawn)	-3	6	·	-2	2	-1.1	·	15
CCc1nnc(NC(=O)CCCSc2nc3ccccc3[nH]2)s1	-4	15	-4	-3	-3	-1.3	0.91	-2
COc1cc(OC)nc(Oc2cccc(C(F)(F)F)c2)n1	4	6	7	-1	2	1.5	0.97	3
COc1cccc2nc3c(C(=O)NCCN(C)C)cccc3cc12	4	4	·	-1	-27	-2.7	·	-113
O=C(CC1C(=O)OCC2CCCCN21)Nc1ccccc1C(F)(F)F (stereo not drawn)	-9	-1	-12	6	1	-1.0	1	5
NC(=O)c1oc2ccccc2c1NC(=O)C1CCCCC1	-9	8	9	3	1	-2.6	0.84	-29
c1ccc(C2=NOC(c3nnc(-c4ccccc4)o3)C2)cc1 (stereo not drawn)	-10	5	-2	1	0	0.4	1	6
CCC1CN(C(=O)NCc2ccc(F)cc2)c2cc(Cl)ccc2O1 (stereo not drawn)	11	15	16	-9	2	0.2	0.87	10
CC(=O)N1CCN(c2ccccc2NC(=O)c2ccc(Br)o2)CC1	-7	-13	3	2	0	-2.3	1.2	3
CS(=O)(=O)N1CCN(c2ccccc2NC(=O)c2cc3ccccc3o2)CC1	-21	12	-20	-7	0	-1.6	1.2	2
COc1ccc(Cl)cc1N(C(=O)c1ccco1)C(C(=O)NC1CCCC1)c1ccco1 (stereo not drawn)	2	5	17	1	-6	-0.9	0.98	16
CN1/C(=C\C(=O)CSc2ncn[nH]2)C(C)(C)c2ccccc21	-8	-5	-11	0	-1	1.7	0.9	-152
COc1ccc(Nc2nccc(OC)c2C#N)cc1	-3	3	-6	1	2	0.3	0.96	11
CC(=O)C1C(=O)C=C(c2ccco2)CC1c1ccccc1 (stereo not drawn)	0	-8	0	0	15	6.6	0.92	20
COC(=O)[C@@]1(C)[C@H]2C(=O)N(Cc3ccccc3)C(=O)[C@H]2[C@H]2CN=C(SCc3ccc(C#N)cc3)N21	1	2	·	-3	0	-1.9	·	10
Cc1csc(SCC(=O)Nc2oc(C)c3c(C)n[nH]c(=O)c23)n1	-7	0	1	0	-1	-3.2	0.94	1
N/N=C(\c1ccccc1)C12CN3CN(CN(C3)C1)C2	1	-6	-6	2	2	0.4	1.2	2
CN1CCN(c2ccccc2NC(=O)COc2ccc(Cl)cc2)CC1	-7	8	12	2	2	-1.4	1.3	6
CCCCCc1nc2c(=O)n(C)c3ccccc3c2o1	-8	-3	-7	-1	0	-0.3	1.2	22
COC(=O)c1c(C(=O)OC)c(-c2ccc(C(C)(C)C)cc2)n2c1CS(=O)C2 (stereo not drawn)	0	-7	-5	-2	-1	0.4	1.1	2
CC1(C)C[C@@H](O)CC2(C1)C[C@]1(C)CC(O)[C@H]2C(C)(C)C1 (stereo partly drawn)	-12	1	-4	1	-1	1.1	2.1*	-8
COc1cc(CNc2nnnn2C)ccc1OCc1ccc(F)cc1Cl	-16	6	-10	0	0	1.1	1	12
O=C(Nc1cc(S(=O)(=O)Nc2ccc(Cl)cc2)ccc1N1CCCCC1)c1ccc(F)cc1	42*	53	-14	25*	-4	39	0.96	6
OCCN(CCO)CC(O)CN1c2ccccc2Sc2ccccc21 (stereo not drawn)	6	2	0	1	0	-0.1	1	-5
COc1cccc(-c2c(C(=O)N/N=C(\C)c3ccncc3)nnn2-c2nonc2N)c1	-14	5	5	3	3	-1.5	0.92	0
COc1ccc(-c2noc(-c3ccc(Cl)cc3)n2)cc1	-8	-5	-46	1	·	·	1.2	·
CCCC(=O)Nc1ccc2c(c1)nc1n2CCOC1	-3	-10	-12	0	0	-1.3	0.81	6
O=C(c1ccc(NS(=O)(=O)c2cccc3cccnc23)cc1)N1CCOCC1	-1	-27	11	0	5	-0.8	1	16
COc1ccc(C(C(N)=O)c2ncc(C(F)(F)F)cc2Cl)cc1 (stereo not drawn)	-10	7	2	0	2	3.2	0.98	10
O=C(CC1C(=O)NC2CCCCC2N1C(=O)c1ccc([N+](=O)[O-])cc1)Nc1ccccc1 (stereo not drawn)	-7	-6	5	-1	0	0.7	0.97	31
COc1ccccc1-n1cnnc1SCC(=O)Nc1cc(C(C)(C)C)nn1-c1ccccc1	3	-13	-9	0	3	-0.4	0.93	26
Cc1ccc(S(=O)(=O)NCCCOC(=O)Nc2ccncc2)cc1	-3	-3	1	0	1	-2.1	0.92	22
Cc1cc(S(=O)(=O)N2CCCOC2CNC(=O)C(=O)NCc2ccco2)ccc1F (stereo not drawn)	4	-11	-5	-7	-1	0.3	0.94	18
COc1ccc(-c2nnn3c2nc(NCc2ccccc2)c2ccccc23)cc1	4	-29	15	1	-39	13	1.9	-391
O=C(CCn1cccc1)Nc1nccs1	-15	-8	-20	1	1	0.2	1.1	23
COc1ccc(S(=O)(=O)N2CCCCC2)cc1NC(=O)CCNC(=O)c1ccc(Cl)cc1	-4	-22	14	0	-2	-0.3	1.2	10
CCOc1ccc(S(=O)(=O)N2c3ccccc3CC2C)cc1 (stereo not drawn)	4	10	0	14*	0	5.7	1.2	8
Cc1cc(C)nc(SCC(=O)N2CCOCC2)n1	4	-10	2	3	0	-0.4	0.95	2
CCOc1ccccc1NC(=O)CCCNC(=O)Cn1cnc2sc(C)c(C)c2c1=O	-11	67*	-6	1	2	-0.4	1.2	21
COCCOC(=O)C1=C(C)NC(=O)NC1c1c(Cl)nc2ccccn2c1=O (stereo not drawn)	5	-11	2	1	13	-0.3	0.97	-15
CCOC(=O)CNC(=O)CN1C(=O)CC(c2ccco2)Sc2ccccc21 (stereo not drawn)	-3	11	-10	-7	3	3.5	0.97	9
CCOC(=O)c1c(C)c(C(=O)NCc2ccccn2)c(C)n1C	-13	0	-11	0	0	-0.2	1.1	24
COc1ccc(C(=O)COC(=O)c2n[nH]c3ccccc23)c(OC)c1	-3	12	51*	-7	1	-0.6	1	-4
CCOC(=O)c1c(NC(=O)COc2ncnc3ccccc23)sc(C)c1C	10	5	-6	1	1	6.9	0.96	-16
O=[N+]([O-])c1cccnc1Oc1ccccc1F	-1	-3	-3	1	1	-2.0	0.69	5
Cc1cc(C=O)c(C)c2c1[nH]c1ccccc12	-1	56	·	-2	2	0.6	·	-453
Cc1ccc(CSCC(=O)Nc2ccc3c(c2)OCO3)cc1	3	9	-1	1	3	5.3	1	15
O=C(NC1CCCCC1)c1n[nH]c2c1CC(c1ccccc1)CC2 (stereo not drawn)	-8	0	-5	-1	1	-2.9	1.2	-1
O=C(CS(=O)CC(=O)Nc1cnc2ccccc2c1)Nc1ccc(Cl)cc1 (stereo not drawn)	-11	-7	2	-9	1	0.8	0.96	-7
Cc1ccc(-c2nnc(N3CCN(C(=O)COc4ccccc4)CC3)c3ccccc23)cc1	-8	-7	0	1	2	36	1	5
CCOc1ccc(N(CC(=O)Nc2nccs2)S(=O)(=O)c2c(C)[nH]c(=O)[nH]c2=O)cc1	-9	-9	10	0	0	-1.3	1.2	12
Cc1ccsc1C(=O)NCCc1ccco1	-5	7	15	1	-9	-1.5	1.1	-11

The listing continues.
SMILES	ATG4B inh	PfGluPho inh	SENP6 block	NR3A LBD binder	SENP1 inh	MPTP block	hIAP activ	SENP8 inh
COc1ccccc1C(=O)Nc1nnc(SCC(=O)NCC2CCCO2)s1 (stereo not drawn)	6	7	24	1	-2	1.7	0.96	-55
C/C(=N/NC(=O)CNC(=O)c1cccnc1)c1ccc(Cl)cc1	-7	9	-7	1	2	-1.1	0.94	17
Cc1cc(N2CCCC(C(=O)Nc3cccc(Cl)c3)C2)n2ncnc2n1 (stereo not drawn)	-7	9	2	-2	0	3.2	1	12
NC(=O)C1CCCN(CC(=O)Nc2ccccc2C(=O)NC2CC2)C1 (stereo not drawn)	-2	-2	-25	-2	1	-0.6	0.88	10
C/C(=N\NC(=O)c1ccccc1[N+](=O)[O-])c1c(O)cc(C)oc1=O	7	-20	-11	-5	1	-0.5	1.1	19
Clc1ccc(-c2nc(-c3cnccn3)no2)cc1	-2	6	96*	1	3	2.2	0.92	16
Cc1ccc(-c2ccc(CCC(=O)O)n2-c2ccc(O)cc2)cc1	9	-32	7	-1	5	-2.9	0.98	-102
O=C(CCNS(=O)(=O)c1ccccc1)N1CCN(C(c2ccccc2)c2ccccc2)CC1	·	·	2	·	0	0.4	1.2	1
CC1CCCN(C(=O)C(=O)c2cn(CC(=O)N3CCCCCC3)c3ccccc23)C1 (stereo not drawn)	15	-5	-4	2	-3	-1.0	0.98	-10
CC1CCCN(C(=O)CSc2nnc(-c3ccco3)n2C)C1 (stereo not drawn)	-3	-11	-14	-1	3	1.3	0.99	18
CCNc1nc(NCC)n2c(SC(C(=O)Nc3cc(C)ccc3C)c3ccccc3)nnc2n1 (stereo not drawn)	-9	-5	-25	-3	4	-5.9	1.1	20
O=[N+]([O-])c1ccc(N/N=C/c2cccc(O)c2O)c(S(=O)(=O)N2CCOCC2)c1	-4	-12	-1	30*	-55	20	0.86	7

Record cards, as listed above. Values in the order: ATG4B inh, PfGluPho inh, SENP6 block, NR3A LBD binder, SENP1 inh, MPTP block, hIAP activ, SENP8 inh
`Cc1ccc(-c2ccc(CCC(=O)O)n2-c2ccc(O)cc2)cc1` reads 9, -32, 7, -1, 5, -2.9, 0.98, -102
`COc1ccccc1C(=O)Nc1nnc(SCC(=O)NCC2CCCO2)s1` (stereo not drawn) reads 6, 7, 24, 1, -2, 1.7, 0.96, -55

5 structures from above, sorted by formula weight, falling:
SMILES	ATG4B inh	PfGluPho inh	SENP6 block	NR3A LBD binder	SENP1 inh	MPTP block	hIAP activ	SENP8 inh
COc1ccc(C(CCc2cc(OC)c(OC)c(OC)c2)NC(C)=O)cc1 (stereo not drawn)	-4	-7	·	2	1	-0.1	·	3
Cc1sc(NC(=O)c2ccco2)c(C(=O)c2ccc(Cl)cc2)c1C	-8	-5	5	0	18	2.4	0.76	24
CCc1nnc(NC(=O)CCCSc2nc3ccccc3[nH]2)s1	-4	15	-4	-3	-3	-1.3	0.91	-2
Cc1cc(C)nc(SCC(=O)N2CCOCC2)n1	4	-10	2	3	0	-0.4	0.95	2
O=C(CCn1cccc1)Nc1nccs1	-15	-8	-20	1	1	0.2	1.1	23

New compounds follow
SMILES	ATG4B inh	PfGluPho inh	SENP6 block	NR3A LBD binder	SENP1 inh	MPTP block	hIAP activ	SENP8 inh
O=C(O)c1cc2c(ccc3ccccc32)oc1=O	·	·	6	·	-16	3.8	0.97	-310
CC(C)CN1C(=O)NC(NS(=O)(=O)c2ccc(N)cc2)(C(F)(F)F)C1=O (stereo not drawn)	1	6	2	4	1	0.8	0.93	26
CCOC(=O)CCc1c(C)c2ccc(OCC)c(C)c2oc1=O	-2	12	5	0	·	·	1.2	·
COC(=O)C1=C(C)N(c2ccc(Cl)cc2)/C(=C/c2cccs2)C1=O	0	-7	1	-2	-1	0.3	1.1	9

Compound activity as filed in PubChem.
